# From PubChem
# FLuc counter: firefly luciferase modulation, counter-screen for miR-21 project; P08659; purified FLuc, Km substrates, luminescence inhibition; Potency, µM (titrated, usually from 57.5 µM), for the others: at the highest dose activity change, negative = inhibition, hits mostly inhibitors; 6.9% of 360,000 active; AID 588342;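 further: plate controls were vehicle for no effect and reference inhibitor for full effect; nearly all actives have a fitted effect of over 55% in size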
# Target sequence (P08659 whole entry, looked up): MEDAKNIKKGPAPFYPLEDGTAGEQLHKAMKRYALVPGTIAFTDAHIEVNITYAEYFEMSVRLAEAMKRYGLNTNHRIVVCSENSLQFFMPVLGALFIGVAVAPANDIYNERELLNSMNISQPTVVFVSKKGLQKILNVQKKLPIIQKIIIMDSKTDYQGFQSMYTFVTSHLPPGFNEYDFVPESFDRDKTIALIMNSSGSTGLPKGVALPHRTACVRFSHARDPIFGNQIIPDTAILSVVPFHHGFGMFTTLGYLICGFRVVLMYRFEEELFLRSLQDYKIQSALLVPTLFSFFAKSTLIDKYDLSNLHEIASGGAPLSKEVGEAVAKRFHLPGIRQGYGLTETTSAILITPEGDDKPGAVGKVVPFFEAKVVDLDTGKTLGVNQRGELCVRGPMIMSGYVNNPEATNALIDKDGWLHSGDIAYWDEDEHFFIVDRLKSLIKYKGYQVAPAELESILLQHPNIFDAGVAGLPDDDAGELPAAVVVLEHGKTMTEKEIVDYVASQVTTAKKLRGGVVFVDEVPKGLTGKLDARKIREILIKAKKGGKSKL
#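 Purified P. pyralis luciferase, 10 nM final, with Km-level 10 uM D-luciferin and 10 uM ATP in 50 mM Tris acetate pH 7.5, 10 mM Mg acetate, 0.01% Tween-20, 0.05% BSA; 6-point qHTS titration about 60 µM downward; luminescence read.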
# ELG1 genotoxic: inducers of genotoxicity in HEK293T ELG1-luciferase cells; 1.3% of 330,000 active; HEK293T ELG1-luciferase reporter, luminescence, 16 h; Potency, µM (series often up to 46 µM), for the others: at the top dose activity change, positive = activation, hits mostly activators; further: % of control where 0% means no effect; nearly all actives have a fitted effect of over 60% in size
#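 16 hr compound incubation (37 °C, 5% CO2) of HEK293T cells carrying luciferase-tagged ELG1; luciferase then measured by ONE-Glo luminescence after 30 min at RT.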
# p53 reactivator: mutant p53 re-activation in reporter cells; H1299 p53-A138V BP100-luciferase reporter, luminescence, 24 h; Potency, µM (top dose mostly 92.2 µM), inactives show at the highest dose activity change, positive = activation, actives largely listed as activators; 0.063% of 320,000 active; AID 504706; further: % of control where 0% means no effect; nearly all actives have a fitted effect of over 45% in size
#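 H1299 (p53-null), stable ts p53-A138V + BP100-Luc; 1000 cells/well, Opti-MEM/10% FBS; cpd 4 pt, 1:5; 24 h, 37 deg C, 5% CO2; detection reagent 10 min RT; luminescence.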
# uPA surface inh: cell surface uPA generation inhibition; cell surface uPA generation assay, qHTS; Potency, µM (series often up to 38.3 µM), inactives show top-dose activity change, negative = inhibition, most hits filed as inhibitors; 0.31% of 330,000 active; active means well fitted inhibition curve with a large enough effect; inconclusive means small, poorly fitted or top-dose-only effect; inactive means no such curve, though single readings can be large or run the other way; tested in mouse RAW 264.7 cells; further: on the % scale 0 is the no-effect control and ±100 the full control effect; nearly all actives have a fitted effect of over 55% in size
# RORgamma inh: inhibitors of mouse ROR gamma transcriptional activity | P51450 | Drosophila S2 Gal4-RORgamma UAS-luciferase reporter, 20 h | Potency, µM (series often up to 53.6 µM), for inactives: at the top dose activity change, negative = inhibition, most hits filed as inhibitors | 5.4% of 310,000 active | AID 2551; further: on the % scale 0 is the no-effect control and ±100 the full control effect; nearly all actives have a fitted effect of over 60% in size
# Target sequence (P51450 whole entry, looked up, the tested form may be a part): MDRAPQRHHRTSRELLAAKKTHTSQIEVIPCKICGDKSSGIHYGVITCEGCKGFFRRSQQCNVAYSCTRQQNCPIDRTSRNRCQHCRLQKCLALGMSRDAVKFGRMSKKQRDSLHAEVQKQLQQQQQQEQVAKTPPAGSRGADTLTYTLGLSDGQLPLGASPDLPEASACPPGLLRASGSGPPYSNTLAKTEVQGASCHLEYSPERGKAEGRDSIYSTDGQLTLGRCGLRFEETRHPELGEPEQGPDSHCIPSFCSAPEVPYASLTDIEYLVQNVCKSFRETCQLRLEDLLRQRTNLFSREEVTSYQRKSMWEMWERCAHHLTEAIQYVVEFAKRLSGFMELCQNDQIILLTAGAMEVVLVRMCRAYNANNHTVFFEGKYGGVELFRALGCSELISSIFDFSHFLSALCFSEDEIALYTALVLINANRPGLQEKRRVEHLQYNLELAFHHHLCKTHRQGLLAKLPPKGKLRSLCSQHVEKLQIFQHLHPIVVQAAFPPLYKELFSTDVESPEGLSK
#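 Read-out: Photinus luciferase luminescence; inhibitors lower reporter signal. Insect Schneider cells with Gal4-ROR gamma fusion under metallothionein promoter, UAS reporter; 700 uM final copper sulfate induction, 20 hr, ambient temperature.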
# BRCA1 expr act: BRCA1 expression activation; MCF7-BRCA1-FFLuc reporter, luminescence, 48 h; response scale: scaled: vehicle 0%, 10 µM genistein 100%; 1.1% of 380,000 active; Potency, µM (highest dose often 46.1 µM), for the others: at the top dose activation, usual class: activators; further: nearly all actives have a fitted effect of over 80% in size; some results filed as inactive show a strong effect at the top dose
#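 MCF7-BRCA1-FFLuc, 2000 cells/well; 2 h attach, 37 °C/5% CO2; compound 48 h; luciferase substrate 15 min; luminescence end-point. Norm. to genistein 10 microM max activation and DMSO; concentration-response curves fitted.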
# MBNL1-CUG inh: inhibitors of human MBNL1 binding to CUG repeat RNA; Q9NR56; TR-FRET MBNL1-His/biotin-(CUG)12 binding, 665/545 ratio; Potency, µM (highest dose often 57.5 µM), for the others: at the top dose activity change, negative = inhibition, usual class: inhibitors; 0.036% of 280,000 active; active means well fitted inhibition curve with a large enough effect in the signal ratio, with a control signal flat, not every such curve was filed as active; inconclusive means small, poorly fitted or top-dose-only effect, or effect the other way, or a change in a side signal; inactive means no such curve, though single readings can be large or run the other way; the % refers to the signal ratio; further: on the % scale 0 is the no-effect control and ±100 the full control effect
#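 Ratiometric TR-FRET (665 over 545 nm, excitation 340 nm) tracks disruption of MBNL1-His/biotin-(CUG)12 complex after 60 min at room temperature, with compounds at 92 nM to 58 uM final.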
# VP16 counter: inhibits Gal4-VP16 luciferase reporter, ROR gamma counter-screen; Drosophila S2 Gal4-VP16 UAS-luciferase, luminescence, 20 h; Potency, µM (titrated, usually from 53.6 µM), inactives show at the highest dose activity, negative = inhibition, most hits filed as inhibitors; 3.5% of 310,000 active; AID 2546;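 further: Gal4-VP16 expression switched on by copper sulfate through the metallothionein promoter; on the % scale 0 is the no-effect control and ±100 the full control effect; nearly all actives have a fitted effect of over 50% in size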
# Rab9 prom act: activators of Rab9 promoter; Huh7 Rab9 promoter-luciferase reporter, luminescence, 24 h; Potency, µM (titrated, usually from 9.22 µM), without a hit: at the top dose activation, negative = inhibition, most hits filed as activators; 2.8% of 320,000 active; AID 485297; further: % of control where 0% means no effect; nearly all actives have a fitted effect of over 60% in size
#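 Quantitative HTS format; Huh7 Rab9-luciferase reporter cells (1500/well) receive compound 2 h post-plating, incubate 24 h at 37 °C, then get luciferase reagent for 10 min before luminescence reading.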
# NPC1 prom act: activators of NPC1 promoter; AID 485313; Huh7 NPC1 promoter luciferase reporter, 24 h; Potency, µM (highest dose often 9.22 µM), for the others: at the top dose activation, actives largely listed as activators; 2.4% of 320,000 active;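 further: % of control where 0% means no effect; nearly all actives have a fitted effect of over 60% in size; reporter is driven by a mutant NPC1 promoter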
#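 Luciferase expression driven by the NPC1 promoter was measured in stably transfected Huh7 cells after a 24 h compound incubation, using a luciferase reagent and a luminescence read.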
# Active calls of the source: *; ? = inconclusive; · = no result given; & = joins results of further samples; [ ] = dose if it differs, or a comment. Unless noted, the call rests on the fitted dose curve; in most records, active means well fitted curve in the direction sought with a large enough effect; inconclusive means small, poorly fitted or top-dose-only effect, or another doubt; inactive means no such curve, though single readings can be large; an effect the other way counts as inactive or inconclusive. Potency means the concentration at half of the fitted maximal effect.
cpd	mol	FLuc counter	ELG1 genotoxic	p53 reactivator	uPA surface inh	RORgamma inh	BRCA1 expr act	MBNL1-CUG inh	VP16 counter	Rab9 prom act	NPC1 prom act
1	CC1=C(C(=O)Nc2cc(C(=O)N3CCC(C)CC3)ccc2C)SCCO1	0%	1%	0%	-1%	-9%	1%	0%	-2%	-4%	-5%
2	Cc1cccc(-c2noc(CCc3ccccc3)n2)c1	12µM*	?	?	3%	13%	?	-7%	-26%	2.8µM*	?
3	CCOc1ccc(C(=O)NC(C)C2COc3ccccc3O2)cc1 (stereo not drawn)	?	9%	13%	-3%	15%	1%	-1%	-7%	13%	1%
4	Cc1ccc(-c2nc3ncccc3o2)cc1NC(=O)c1cccnc1	2%	-6%	10%	4%	?	-2%	3%	?	0%	-6%
5	Cc1nc2oc(C(=O)c3ccc(Br)cc3)c(N)c2c2c1COC(C)(C)C2	-4%	1%	9%	5%	7%	3%	20%	-3%	6%	0%
6	Cc1ccc2c(CC(=O)NC3CCS(=O)(=O)C3)coc2c1C (stereo not drawn)	2%	2%	-1%	-2%	-14%	-20%	-6%	-3%	-1%	-1%
7	O=C(CSCC(=O)N1CCCc2ccccc21)Nc1nc(-c2ccccc2)cs1	-1%	-1%	21%	-8%	38%	44%	?	-6%	1%	6%
8	Cc1cccc(-n2nc3c(c2NC(=O)C(C)C)CS(=O)(=O)C3)c1C	0%	0%	-6%	11%	-10%	1%	-2%	-3%	-6%	3%
9	O=C1Nc2ccc(Cl)cc2C(C#CC2CC2)(C(F)(F)F)O1 (stereo not drawn)	0%	1%	·	-10%	-15%&-33%	3%	1%	?	6%	-4%
10	COc1ccc(/C(C)=N/N=C2/NC(=O)CC(C(=O)O)S2)cc1F (stereo not drawn)	-12%	1%	?	5%	0%	14%	-2%	1%	-6%	2%
11	NC(=O)c1ccccc1NC(=O)/C=C/c1c(Cl)cccc1Cl	19µM*	12%	22%	·	-14%	?	9%	-3%	3.2µM*	?
12	CCOC(=O)c1cc2cc(C)ccc2[nH]1	12µM*	21µM*	21%	-3%	39%	?	1%	-2%	?	20%
13	CCOC(=O)C1(CCOc2ccccc2)CCN(Cc2ccc(COC)o2)CC1	2%	-7%	-1%	-5%	26%	-13%	-7%	-12%	2%	-4%
14	Cc1ccnc(-n2c(C)cc(C=O)c2C)c1	-1%	1%	6%	5%	-13%	18%	-12%	-22%	-1%	-1%
15	NC1=NC(=O)C(Cc2cccc(Cl)c2)S1 (stereo not drawn)	?	1%	6%	0%	11%	3%	·	-17%	-2%	3%
16	Cc1ccc(NC(=O)COc2cccc(-n3cnnn3)c2)cc1S(=O)(=O)N1CCOCC1	-3%	-9%	-3%	-3%	·	-29%	·	·	-9%	-1%
17	CCOc1cc(C)c(C(C)C)cc1S(=O)(=O)n1ccc(C)n1	0%	1%	-3%	-3%	-22%	-3%	-5%	3%	0%	0%
18	CCOC(=O)c1nnn(-c2nonc2N)c1CN(CC)CC	1%	5%	-2%	-2%	2%	6%	?	-4%	1%	0%
19	COc1cc(/C=C2\SC(N)=NC2=O)ccc1OCC(=O)Nc1ccccc1C	2%	?	-24%	3%	·	-13%	·	·	-5%	-8%
20	O=C(Nc1ccc(N2CCN(C(=O)c3ccco3)CC2)cc1)c1ccc(F)cc1	-12%	-8%	-8%	5%	0%	-12%	-11%	-8%	-4%	2%
21	COc1ccc(C(c2nnnn2C(C)(C)C)N2CCN(c3nc4ccccc4s3)CC2)cc1OC (stereo not drawn)	-3%	-4%	-2%	-9%	?	21%	5%	-9%	5%	2%
22	Cc1ccc(C2(C)NC(=O)N(CC(=O)Nc3cc(S(=O)(=O)N4CCOCC4)ccc3C)C2=O)cc1 (stereo not drawn)	0%	1%	-1%	8%	?	20%	-7%	-6%	9%	-2%
23	CC(C)Cn1c(N)c(C(=O)NCc2cccs2)c2nc3ccccc3nc21	6%	-24%	-30%[inhibitor]	9%	?	-82%	3%	?	-6%	-1%
24	NCC(c1ccccc1Cl)c1c[nH]c2ccccc12 (stereo not drawn)	-6%	-2%	-9%	-2%	-8%	-45%	-4%	0%	2%	2%
25	COc1ccccc1NS(=O)(=O)c1cc([N+](=O)[O-])ccc1N/N=C/c1c(C)[nH]c2ccccc12	4%	-19%	-7%	·	-8%	-52%	23%	-8%	-12%	-2%
26	COc1ccc(OCc2cc(C(=O)NC(C)c3csc(C)n3)no2)c(Cl)c1 (stereo not drawn)	13µM*	7%[9.26 µM]	?	-17%	29%	?	1%	-16%	4.5µM*	?
27	CCOc1ccc(-n2nnnc2SCC(=O)Nc2ccc(NC(C)=O)cc2)cc1	10%	4%	6%	3%	-19%	-4%	-11%	-11%	-1%	-1%
28	CCN(CC)CCn1c2ccccc2c2nc(C)sc21	-2%	0%	-3%	7%	0%	13%	-20%	5%	-3%	0%
29	CC1(C)N=C(c2ccc(Cl)cc2)C(=O)N1	-2%	0%	-12%	4%	-2%	2%	2%	1%	3%	-3%
30	CC(OC(=O)CN(C)S(=O)(=O)c1ccc(Cl)cc1)C(=O)Nc1cccc(Cl)c1 (stereo not drawn)	2%	-2%	3%	-8%	1%	15%	-2%	-3%	-8%	-8%
31	O=C(c1cnn2c(C(F)(F)F)cc(-c3ccc4c(c3)OCO4)nc12)N1CCCCC1	-1%	5%	?	2%	4%	0%	-1%	-3%	-4%	-2%
32	Cc1ccc(CSc2nn3c(=O)c(C)nnc3s2)cc1	-10%	-3%	17%	-5%	29%	3%	-3%	?	-1%	-1%
33	O=C(CSc1ncn[nH]1)c1ccc2c(c1)OCO2	?	?	-2%	·	-20%	55%	-7%	1%	0%	5%
34	Cc1sc2nc(CC(N)=O)[nH]c(=O)c2c1-c1ccccc1	2%	-1%	-2%	-4%	?	-13%	-19%	1%	-3%	-1%
35	Cc1cccc(Nc2ccc(C(=O)O)cc2[N+](=O)[O-])c1C	1%	2%	-1%	-3%	0%	-1%	?	6%	4%	2%
36	O=C1CCNc2c(Cl)cc(Cl)cc21	-1%	2%	2%	0%	10%	-13%	·	0%	2%	-5%
37	Cc1ccc(NC(=O)CN(C)CC(=O)Nc2ccc(F)c(F)c2F)c(Cl)c1	-2%	2%	-4%	1%	26%	2%	-2%	-7%[10 µM]	-3%	-1%
38	COc1ccc(S(=O)(=O)NC(CC(=O)NC2CCCC2)c2ccco2)cc1 (stereo not drawn)	-1%	-1%	-2%	-1%	-1%	-26%	2%	-7%	8%	1%
39	CCSc1ncc(Cl)c(C(=O)Nc2ccccc2F)n1	1%	-7%	17%	-1%	6%	3%	29%	2%	-8%	-5%
40	COc1cc(C(=O)Nc2ccc(NC(=O)C(C)C)nc2)cc(OC)c1OC	3%	6%	3%	-1%	-2%	-1%	-4%	-1%	-1%	-1%
41	COC(=O)c1cc(Br)c(=O)n(-c2ccccn2)c1	1%	1%	0%	-1%	-18%	-2%	-4%	10%	-3%	-3%
42	Cc1cccc(Cn2cc(SCC(=O)Nc3nccs3)c3ccccc32)c1	-13%	4.1µM*	7%	-4%	?	33%	-8%	?	?	?
43	O=C(Cn1nc(Cc2cccnc2)c2ccccc2c1=O)NCC1CCCO1 (stereo not drawn)	7%	-9%	-3%	-2%	2%	27%	1%	2%	1%	-3%
44	CCOC(=O)N1CCC(NC(=O)c2ccc(OC)c(CN3CC(=O)N4CCCC4C3=O)c2)CC1 (stereo not drawn)	6%	4%	-5%	2%	-11%	4%	-11%	-10%	-6%	-1%
45	C/C(=N\NS(=O)(=O)c1ccccc1)c1ccc2c(c1)OCCO2	0%	1%	-6%	-1%	11%	1%	·	5%	-5%	-2%
46	O=C(CC1C(=O)NCCN1C(=O)Nc1ccc(F)cc1F)Nc1ccc(F)cc1 (stereo not drawn)	2%	1%	-4%	-1%	-2%	10%	·	2%	6%	-1%
47	Cc1nc([N+](=O)[O-])c(NCCCO)n1Cc1ccccc1	3%	0%	0%	-2%	6%	-7%	10%	5%	-1%	-4%
48	CCOc1ccccc1N(C)S(=O)(=O)c1ccc2[nH]cc(C(=O)N(CCOC)CCOC)c(=O)c2c1	0%	1%	1%	2%	7%	-35%	5%	1%	1%	-4%

# Copied from the list:
# NPC1 prom act, cpd 48 reads -4%
# VP16 counter, cpd 41 reads 10%

# (cont.)
cpd	mol	FLuc counter	ELG1 genotoxic	p53 reactivator	uPA surface inh	RORgamma inh	BRCA1 expr act	MBNL1-CUG inh	VP16 counter	Rab9 prom act	NPC1 prom act
49	O=C(COc1ccccc1F)NCc1ccc(-n2cccc2)cc1	-15%	0%	-3%	6%	-3%	-22%	-2%	-2%	6%	-3%
50	COc1ccccc1CNC(=O)CCNS(=O)(=O)c1cc(Br)cnc1N	1%	-4%	-16%	0%	-10%	-15%	2%	-11%	-5%	-4%
51	C=CCc1ccc(OCCn2cccc2C=O)c(OC)c1	17µM*	15%	-2%	-12%	0.63µM*	67%	-5%	0.56µM*	?	?
52	COc1ccc(-c2cc3c(=O)n(CC(=O)Nc4ccc(C(C)=O)cc4)ncn3n2)cc1	?	11%	12%	-13%	29%	80%	11%	13%	20%	17%
53	COc1ccc(C(=O)NC(=O)CSc2n[nH]c(N)n2)cc1	·	1%	8%	2%	·	-1%	·	·	·	·
